Tb PFK block = T. brucei PFK enzyme inhibition | T. brucei PFK, ADP-Glo luminescence | actives 0.17% (n = 330,000) | O15648 | Potency, µM (titrated, usually from 57.5 µM), inactives show top-dose activity, negative = inhibition, hits mostly inhibitors;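 further: potency means the concentration at half of the fitted maximal effect; 0% = uninhibited 1x PFK enzyme wells and -100% = no-enzyme wells; nearly all actives have a fitted effect of over 60% in size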
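In TEA buffer at pH 8.0 with 5 mM MgCl2, enzyme (1.25 nM) converted F6P (0.5 mM) and ATP (0.1 mM) for 45 min at room temperature. ADP product was read by luciferase luminescence.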
MLL CXXC-DNA inh = MLL CXXC-DNA interaction inhibition. Q03164. actives 0.037% (n = 290,000). Potency, µM (series often up to 115 µM), inactives show top-dose activity change, negative = inhibition, most hits filed as inhibitors. MLL-CXXC / FITC-HOXA9 DNA fluorescence polarization; active means well fitted inhibition curve with a large enough effect in the polarisation, with a control signal flat, not every such curve was filed as active; inconclusive means small, poorly fitted or top-dose-only effect, or effect the other way, or a change in a side signal; inactive means no such curve, though single readings can be large or run the other way; the % refers to the polarisation; further: potency means the concentration at half of the fitted maximal effect
Target sequence (Q03164 whole entry, looked up): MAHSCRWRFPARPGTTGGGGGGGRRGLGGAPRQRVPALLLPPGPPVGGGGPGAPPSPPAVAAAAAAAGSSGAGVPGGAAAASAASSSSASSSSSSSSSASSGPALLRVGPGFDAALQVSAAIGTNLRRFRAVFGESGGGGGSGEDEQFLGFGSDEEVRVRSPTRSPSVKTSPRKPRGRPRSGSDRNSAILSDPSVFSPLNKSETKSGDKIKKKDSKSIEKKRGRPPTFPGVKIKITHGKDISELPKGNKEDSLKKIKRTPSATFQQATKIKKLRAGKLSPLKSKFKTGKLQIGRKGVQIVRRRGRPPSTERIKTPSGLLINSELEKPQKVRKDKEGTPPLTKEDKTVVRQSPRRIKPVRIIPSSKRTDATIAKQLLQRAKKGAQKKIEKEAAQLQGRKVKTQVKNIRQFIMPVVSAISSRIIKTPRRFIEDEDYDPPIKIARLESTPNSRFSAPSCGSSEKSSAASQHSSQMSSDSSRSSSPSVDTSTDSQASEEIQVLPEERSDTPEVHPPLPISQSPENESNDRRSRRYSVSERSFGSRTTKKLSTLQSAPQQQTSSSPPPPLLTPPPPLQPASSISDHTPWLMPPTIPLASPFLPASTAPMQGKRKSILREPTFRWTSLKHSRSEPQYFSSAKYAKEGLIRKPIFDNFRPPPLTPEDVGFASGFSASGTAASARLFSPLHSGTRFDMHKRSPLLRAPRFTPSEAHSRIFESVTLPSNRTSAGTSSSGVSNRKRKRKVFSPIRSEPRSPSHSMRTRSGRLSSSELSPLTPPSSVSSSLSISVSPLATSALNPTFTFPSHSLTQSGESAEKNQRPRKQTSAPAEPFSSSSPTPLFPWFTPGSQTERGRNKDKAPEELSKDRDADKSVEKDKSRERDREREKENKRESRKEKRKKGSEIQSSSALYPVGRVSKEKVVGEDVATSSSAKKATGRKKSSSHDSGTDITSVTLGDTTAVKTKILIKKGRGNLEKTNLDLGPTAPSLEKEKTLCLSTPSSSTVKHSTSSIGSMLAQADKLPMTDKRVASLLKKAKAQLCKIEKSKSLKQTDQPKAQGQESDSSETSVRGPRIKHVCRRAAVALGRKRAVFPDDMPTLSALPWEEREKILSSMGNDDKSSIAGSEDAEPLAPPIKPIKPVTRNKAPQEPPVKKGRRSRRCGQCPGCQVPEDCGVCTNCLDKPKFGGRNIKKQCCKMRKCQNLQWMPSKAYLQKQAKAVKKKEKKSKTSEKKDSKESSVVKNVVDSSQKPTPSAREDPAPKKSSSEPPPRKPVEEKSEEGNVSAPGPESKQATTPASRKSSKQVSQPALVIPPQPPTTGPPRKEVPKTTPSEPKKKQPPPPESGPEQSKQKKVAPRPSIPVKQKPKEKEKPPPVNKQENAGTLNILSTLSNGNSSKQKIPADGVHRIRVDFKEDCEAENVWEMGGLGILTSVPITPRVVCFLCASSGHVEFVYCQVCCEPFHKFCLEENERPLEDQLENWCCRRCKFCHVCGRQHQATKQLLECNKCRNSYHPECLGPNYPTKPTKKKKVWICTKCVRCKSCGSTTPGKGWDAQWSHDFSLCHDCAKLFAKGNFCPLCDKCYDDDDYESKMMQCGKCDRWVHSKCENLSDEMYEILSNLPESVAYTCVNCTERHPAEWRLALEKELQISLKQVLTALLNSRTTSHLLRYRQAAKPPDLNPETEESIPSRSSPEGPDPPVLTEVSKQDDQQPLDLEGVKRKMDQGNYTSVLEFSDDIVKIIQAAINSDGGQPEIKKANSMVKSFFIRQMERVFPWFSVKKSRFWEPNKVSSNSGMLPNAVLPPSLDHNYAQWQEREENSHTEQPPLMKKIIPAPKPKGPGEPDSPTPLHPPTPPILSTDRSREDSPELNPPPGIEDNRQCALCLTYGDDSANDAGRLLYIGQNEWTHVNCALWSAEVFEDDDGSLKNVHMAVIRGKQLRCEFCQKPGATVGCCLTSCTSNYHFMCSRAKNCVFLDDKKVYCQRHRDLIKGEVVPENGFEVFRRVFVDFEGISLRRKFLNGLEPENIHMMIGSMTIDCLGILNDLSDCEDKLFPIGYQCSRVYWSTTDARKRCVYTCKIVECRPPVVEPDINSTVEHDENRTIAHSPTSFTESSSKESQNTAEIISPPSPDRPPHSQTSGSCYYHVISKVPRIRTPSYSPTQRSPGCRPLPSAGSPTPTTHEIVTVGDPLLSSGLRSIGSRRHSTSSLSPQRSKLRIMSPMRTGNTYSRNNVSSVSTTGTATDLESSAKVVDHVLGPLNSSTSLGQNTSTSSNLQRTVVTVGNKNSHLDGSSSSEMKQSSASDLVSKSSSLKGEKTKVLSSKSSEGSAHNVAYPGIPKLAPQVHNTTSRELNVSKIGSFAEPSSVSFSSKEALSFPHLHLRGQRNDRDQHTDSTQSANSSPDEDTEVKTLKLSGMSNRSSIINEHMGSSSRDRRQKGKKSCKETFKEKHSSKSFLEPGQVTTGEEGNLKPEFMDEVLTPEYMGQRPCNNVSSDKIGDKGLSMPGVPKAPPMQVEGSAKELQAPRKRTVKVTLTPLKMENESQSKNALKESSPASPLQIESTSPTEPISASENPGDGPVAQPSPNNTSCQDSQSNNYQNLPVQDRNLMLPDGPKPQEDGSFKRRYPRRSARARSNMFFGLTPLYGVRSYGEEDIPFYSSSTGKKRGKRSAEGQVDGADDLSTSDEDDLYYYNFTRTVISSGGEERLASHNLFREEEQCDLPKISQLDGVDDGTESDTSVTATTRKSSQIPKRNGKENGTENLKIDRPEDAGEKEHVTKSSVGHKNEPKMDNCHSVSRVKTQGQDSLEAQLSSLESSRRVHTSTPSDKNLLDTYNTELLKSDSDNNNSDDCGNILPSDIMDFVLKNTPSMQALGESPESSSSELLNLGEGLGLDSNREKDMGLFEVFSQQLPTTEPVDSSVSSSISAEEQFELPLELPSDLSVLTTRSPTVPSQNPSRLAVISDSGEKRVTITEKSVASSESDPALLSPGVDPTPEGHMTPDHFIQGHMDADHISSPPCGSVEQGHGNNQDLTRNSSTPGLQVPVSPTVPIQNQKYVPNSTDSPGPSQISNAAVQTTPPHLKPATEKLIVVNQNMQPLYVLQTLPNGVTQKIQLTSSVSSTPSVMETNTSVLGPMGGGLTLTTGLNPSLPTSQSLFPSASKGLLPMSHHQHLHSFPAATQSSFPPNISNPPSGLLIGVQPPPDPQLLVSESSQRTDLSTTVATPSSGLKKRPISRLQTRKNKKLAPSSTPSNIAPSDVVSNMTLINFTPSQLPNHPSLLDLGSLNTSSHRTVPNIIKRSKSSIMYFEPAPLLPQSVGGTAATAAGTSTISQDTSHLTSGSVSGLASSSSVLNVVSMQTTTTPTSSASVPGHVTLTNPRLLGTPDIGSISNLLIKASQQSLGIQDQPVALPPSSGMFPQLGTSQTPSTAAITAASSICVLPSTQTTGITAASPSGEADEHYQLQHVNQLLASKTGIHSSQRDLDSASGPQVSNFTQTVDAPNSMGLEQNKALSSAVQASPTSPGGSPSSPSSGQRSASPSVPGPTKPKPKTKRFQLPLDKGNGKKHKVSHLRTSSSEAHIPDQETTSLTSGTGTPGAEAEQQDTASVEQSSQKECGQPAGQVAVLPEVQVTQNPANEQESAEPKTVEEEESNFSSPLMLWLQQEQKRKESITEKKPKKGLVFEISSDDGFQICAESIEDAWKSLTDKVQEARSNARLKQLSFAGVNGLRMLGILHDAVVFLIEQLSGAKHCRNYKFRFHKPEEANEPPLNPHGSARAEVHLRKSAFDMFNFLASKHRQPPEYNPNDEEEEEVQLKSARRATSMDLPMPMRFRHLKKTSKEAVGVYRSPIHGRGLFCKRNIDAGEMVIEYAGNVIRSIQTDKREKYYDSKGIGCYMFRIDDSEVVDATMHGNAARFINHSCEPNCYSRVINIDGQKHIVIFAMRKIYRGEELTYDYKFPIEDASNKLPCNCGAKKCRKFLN
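Steps: dispense CXXC domain solution (7 uM) → pin compounds or unlabeled HOX-A9 DNA control → 5 min ambient → add FLSN-HOX-A9 solution (50 nM) → spin → 30 min ambient → fluorescence polarization. Tris pH 7.5/NaCl/DTT/BSA buffer.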
TCR act = activators of T cell receptors. primary human leukocytes, anti-CD3, IL-2 HTRF, 48 h. Potency, µM (highest dose often 9.22 µM), inactives show top-dose activation of IL-2 secretion, hits mostly activators. 330,000 tested, under 10 active. AID 504894; further: % of control where 0% means no effect
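Using a-CD3 beads without co-stimulation, primary human leukocytes were exposed to compounds for 48 hr. An HTRF IL-2 kit measured the cytokine, with europium-to-d2 energy transfer producing emission at 665nm upon 320nm excitation.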
GALK inh = blocks human galactokinase activity; P51570; Purified GALK, Kinase-Glo residual ATP luminescence; Potency, µM (top dose mostly 57.5 µM), for inactives: at the highest dose activity change, negative = inhibition, hits mostly inhibitors; actives 0.007% (n = 270,000); AID 1868; further: potency means the concentration at half of the fitted maximal effect; on the % scale 0 is the no-effect control and ±100 the full control effect
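Quantitative HTS: GALK 5 nM, ATP 35 uM, galactose 100 uM, 1 h room temperature, then luciferase-based ATP detection.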
Coupling enz = coupling enzyme interference in Giardia aldolase counter-screen; coupling enzyme system counterscreen, AmpLite Red fluorescence; activity change, negative = inhibition, % at 58.2 µM, hits read low; actives 0.67% (n = 290,000); in the data active means activity change below about -30%; further: on the % scale 0 is the no-effect control and ±100 the full control effect
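Activity here indicates interference with the coupling reaction, not aldolase inhibition. Compounds at 57.5 uM final met coupling enzymes for 10 min at RT; substrate and AmpLite Red detection followed, with a 525/598 nm fluorescence read after 20 min.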
Giardia killer = Giardia lamblia killing; actives 0.15% (n = 340,000); activity change, % at 7.66 µM, hits read low; Giardia lamblia trophozoite viability; in the data active means activity change below about -80%; inconclusive means between about -30% and that limit;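 further: parasites exposed to compound for two days anaerobically before the ATP read; on the % scale 0 is the no-effect control and ±100 the full control effect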
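Luminescence from cellular ATP indicates surviving trophozoites (100 cells/well) following 48 hrs anaerobic compound treatment at 37 deg C; signal develops 15-30 min at room temperature.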
KCNH2 WT inh = inhibitors of human wildtype KCNH2 potassium channel; U2OS, BacMam KCNH2, thallium flux FluxOr; hits give low values; actives 0.37% (n = 340,000); AID 720551; activity change, % at 1.84 µM; Q12809;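 active means maximum activity change below -70%; inconclusive means maximum activity change between -70% and -50%; inactive means maximum activity change above -50%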; further: on the % scale 0 is the no-effect control and ±100 the full control effect
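U2OS cells transduced with wild-type KCNH2 virus are loaded with FluxOr dye for 45 min, and thallium flux is measured in kinetic reads before and after stimulation buffer. Rate constants are normalized to DMSO controls.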
AT treatment = potential ataxia-telangiectasia treatment; […] A-T fibroblasts, KAP-1 phosphorylation AlphaLISA; neocarzinostatin DNA damage 30 min before lysis; actives 0.19% (n = 320,000); Potency, µM (highest dose often 57.5 µM), inactives show at the highest dose activation, usual class: activators; further: potency means the concentration at half of the fitted maximal effect; % of control where 0% means no effect; nearly all actives have a fitted effect of over 45% in size
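hTERT-immortalized A-T patient fibroblasts ([…]), 500 cells/well in OPTI-MEM, 1% FBS, got compounds for 60 min, then NCS for 30 min at 37C. Lysates were then assayed for phospho-KAP-1 by AlphaLISA (anti-pKAP1 donor, anti-KAP1 acceptor beads), 6 hr at 25C.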
TSHR antagonist = human thyrotropin receptor antagonism; P16473; TSHR-expressing cells, TSH-stimulated cAMP HTRF, 2 h; hits give low values; activity change, negative = inhibition, % at 11.5 µM; actives 0.2% (n = 330,000); AID 504810;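 active means activity change below a set negative limit, meaning inhibition stronger than a set level, cut at about -70% in these data; inconclusive means activity change between two set negative limits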; further: on the % scale 0 is the no-effect control and ±100 the full control effect
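TSHR-expressing cells were treated with compounds, then stimulated with TSH at EC80 (4nM final) for 2 hours at 37 deg C. Cellular cAMP was measured by HTRF competition between lysate cAMP and cAMP-d2 for a cryptate-labelled anti-cAMP antibody.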
Chronic BCR inh = inhibitors of chronic active B-cell receptor signaling. Potency, µM (series often up to 46.1 µM), for inactives: at the top dose ratio change, negative = lower green/red ratio, hits mostly inhibitors. ABC-DLBCL IkBa-CBG/CBR reporter, luminescence ratio, 4 h. actives 0.05% (n = 340,000); active means well fitted inhibition curve with a large enough effect in the signal ratio, with a control signal flat, not every such curve was filed as active; inconclusive means small, poorly fitted or top-dose-only effect, or effect the other way, or a change in a side signal; the % refers to the signal ratio;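 further: potency means the concentration at half of the fitted maximal effect; plate controls were basal doxycycline-induced cells for no effect and cells given 10 µM MG132 for full effect; MG132 reads +100%, hits lower the ratio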
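Compounds up to 46 uM were incubated four hours with TMD8 cells whose green CBG68 luciferase is fused to IkappaBalpha; red CBR luminescence normalised the signal, and concentration-effect curves were fitted to fusion, red and ratio data.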
* marks the source's active call; other numbers are inactive results; u = inconclusive; x = no result given; & = joins results of further samples; [ ] = remark or other dose. Unless noted, the call rests on the fitted dose curve; in most records, active means well fitted curve in the direction sought with a large enough effect; inconclusive means small, poorly fitted or top-dose-only effect, or another doubt; inactive means no such curve, though single readings can be large; an effect the other way counts as inactive or inconclusive.

Sample of the layout, seven compounds:
SMILES | Tb PFK block | MLL CXXC-DNA inh | TCR act | GALK inh | Coupling enz | Giardia killer | KCNH2 WT inh | AT treatment | TSHR antagonist | Chronic BCR inh
COc1ccc(/C(O)=C2/C(=O)C(=O)N(CCN3CCOCC3)C2c2ccccn2)cc1OC (stereo not drawn) | -9% | 2% | 6%[46.1 µM] | 0% | -27 | 1 | -2 | -2% | -10 | -1%
O=C(NNc1ccccc1[N+](=O)[O-])Nc1ccc(Cl)c(Cl)c1 | 12µM* | 7% | 5%[46.1 µM] | -1% | 1 | 3 | -8 | -2% | 9 | u
c1ccc(-c2noc(-c3ccc4ccccc4c3)n2)nc1 | -6% | 4% | 0% | 5% | -1 | -93* | 9 | 2% | 0 | u
COc1ccc(Cc2nnc(SCC(=O)N3CCCCC3)o2)cc1 | 11% | 16% | -8% | 0% | 3 | -11 | x | -3% | 0 | 1%
CCOc1ccc(C(=O)N(CC)CC(=O)Nc2ccc3c(c2)OCCO3)cc1OCC | -2% | x | 0% | x | x | 11 | 3 | -4% | -12 | 0%
Cc1c(NC(=O)CSCc2ccco2)c(=O)n(-c2ccccc2)n1C | 2% | 10% | 2% | -1% | 1 | 4 | -2 | -2% | 6 | 7%
Cc1cccc(N(C(=O)CCC(=O)Nc2cc(C)on2)C(C(=O)NC2CCCC2)c2ccccc2)c1 (stereo not drawn) | 1% | 1% | 3% | 1% | 3 | 9 | -5 | 6% | 4 | 0%

All compounds of this part (from the top)
SMILES | Tb PFK block | MLL CXXC-DNA inh | TCR act | GALK inh | Coupling enz | Giardia killer | KCNH2 WT inh | AT treatment | TSHR antagonist | Chronic BCR inh
COc1ccc(/C(O)=C2/C(=O)C(=O)N(CCN3CCOCC3)C2c2ccccn2)cc1OC (stereo not drawn) | -9% | 2% | 6%[46.1 µM] | 0% | -27 | 1 | -2 | -2% | -10 | -1%
O=C(NNc1ccccc1[N+](=O)[O-])Nc1ccc(Cl)c(Cl)c1 | 12µM* | 7% | 5%[46.1 µM] | -1% | 1 | 3 | -8 | -2% | 9 | u
c1ccc(-c2noc(-c3ccc4ccccc4c3)n2)nc1 | -6% | 4% | 0% | 5% | -1 | -93* | 9 | 2% | 0 | u
COc1ccc(Cc2nnc(SCC(=O)N3CCCCC3)o2)cc1 | 11% | 16% | -8% | 0% | 3 | -11 | x | -3% | 0 | 1%
CCOc1ccc(C(=O)N(CC)CC(=O)Nc2ccc3c(c2)OCCO3)cc1OCC | -2% | x | 0% | x | x | 11 | 3 | -4% | -12 | 0%
Cc1c(NC(=O)CSCc2ccco2)c(=O)n(-c2ccccc2)n1C | 2% | 10% | 2% | -1% | 1 | 4 | -2 | -2% | 6 | 7%
Cc1cccc(N(C(=O)CCC(=O)Nc2cc(C)on2)C(C(=O)NC2CCCC2)c2ccccc2)c1 (stereo not drawn) | 1% | 1% | 3% | 1% | 3 | 9 | -5 | 6% | 4 | 0%
O=C(COc1cccc(Cl)c1)NCc1ccccc1 | -1% | -1% | 2% | -3% | 0 | -3 | 4 | -1% | 42 | 2%
COc1ccc(S(=O)(=O)N(C)c2ccc(C(=O)Nc3cccnc3)cc2)cc1 | 11% | 20% | -4% | -2% | -4 | -7 | 5 | 1% | -15 | u
COc1ccc(CCNc2ccc(C(CC(N)=O)NC(=O)c3ccccc3)cc2[N+](=O)[O-])cc1 (stereo not drawn) | 11% | -2% | -6% | -6% | 2 | 6 | 5 | 14% | 4 | 0%
O=C1c2ccccc2C(=O)N1c1ccccc1S(=O)C(F)(F)F (stereo not drawn) | 4% | 5% | 3% | 0% | 2 | 5 | -4 | -5% | -5 | 3%
CCOC(=O)CC1(NC(=O)C2CCC(=O)N(Cc3ccccc3OC)C2)CCCCC1 (stereo not drawn) | 3% | -7% | 11% | -9% | x | -1 | 2 | 6% | 1 | 5%
O=C(CCC(=O)OCCCC(F)(F)C(F)(F)F)Nc1ccc(Cl)cc1Cl | 0% | 1% | -1% | -1% | -3 | 6 | 4 | x | x | -1%
COc1cccc(OC)c1NC(=O)CN1CCN(C)CC1 | 1% | -14% | 14% | -5% | 2 | -14 | 23 | 14% | -7 | u
CCN(CC)S(=O)(=O)c1ccc2c(c1)nc(CCC(=O)OCC(=O)N1CCc3ccccc31)n2C | -4% | 0% | 1% | -4% | 2 | 1 | 4 | 1% | -12 | 5%
CCN(CC)c1ccc2cc(C(=O)NCc3ccc(F)cc3)c(=N)oc2c1 | -8% | u | x | 6% | x | x | x | u | 10 | -1%
O=C(Nc1nc(-c2cc3ccccc3oc2=O)cs1)c1ccc(Br)o1 | 3% | -4% | 6% | 3% | 4 | -10 | 15 | 27% | 16 | 3%
Cc1ccc(S(=O)(=O)NCCNS(=O)(=O)c2ccc(C)cc2)cc1 | -2% | 29% | -3% | 3% | 0 | -1 | 4 | 8% | -83* | -1%
CC(=O)N1CCN(c2ccc(NCc3cccc4ccccc34)cc2)CC1 | 1% | 2% | 4% | -1% | -3 | 2 | 14 | -17% | -4 | -1%
COc1ccc(/C(C)=N/NC(=O)c2ccc(N(C)C)cc2)cc1 | 2% | 5% | -1% | -1% | -1 | 1 | 21 | 0% | 8 | u
COc1ccc(/C=N/Nc2nccnc2Cl)cc1 | -29% | -2% | 2% | 5% | 1 | 16 | 35 | -1% | -6 | u
O=C(CNC(=O)c1ccccc1Cl)OC1CCOC1=O (stereo not drawn) | 5% | -7% | 0% | -2% | -1 | u | -6 | 0% | -5 | 9%
COC(=O)C1C(=O)OC(C)(C)C1C(C)C(=O)c1ccc(C)cc1C (stereo not drawn) | 0% | 2% | 6% | -2% | 0 | -17 | -1 | 1% | -3 | 4%
CC(=O)Nc1ccc(S(=O)(=O)NCC(=O)OCC(=O)NCc2ccco2)cc1 | 12% | x | 4% | x | x | 13 | -5 | 1% | -2 | -5%
CN(C)CC1CCCCC1C1(O)c2ccccc2CSc2sccc21 (stereo not drawn) | -6% | -1% | -8%[46.1 µM] | 2% | -5 | 7 | -8 | x | 0 | u
O=C1OCc2ccc(NC(=O)c3c(F)cccc3Cl)cc21 | 6% | 1% | -2% | 0% | x | -19 | -17 | 5% | -6 | -6%
CCCC(=O)NC(=S)Nc1ccccc1F | 6% | -4% | 0% | x | 0 | -22 | -2 | -7% | 13 | -4%
O=C(Nc1ccc(Cl)cc1)C1c2cccc[n+]2CC(=O)N1Cc1ccc2c(c1)OCO2 (stereo not drawn) | 0% | 5% | -5% | -1% | -15 | -8 | x | -2% | -1 | 1%
CC1CCCC(C)N1C(=O)COC(=O)CN1C(=O)c2ccccc2C1=O (stereo not drawn) | -7% | x | 3% | x | x | 12 | 4 | 2% | x | 1%
COc1cc(C2N3CC4(C)CN2CC(C)(C3)C4)ccc1O (stereo not drawn) | 0% | 3% | -14% | -2% | 4 | 21 | 3 | -9% | 2 | u

Brought forward from above: two entries, followed by the next part.
SMILES | Tb PFK block | MLL CXXC-DNA inh | TCR act | GALK inh | Coupling enz | Giardia killer | KCNH2 WT inh | AT treatment | TSHR antagonist | Chronic BCR inh
CC1CCCC(C)N1C(=O)COC(=O)CN1C(=O)c2ccccc2C1=O (stereo not drawn) | -7% | x | 3% | x | x | 12 | 4 | 2% | x | 1%
COc1cc(C2N3CC4(C)CN2CC(C)(C3)C4)ccc1O (stereo not drawn) | 0% | 3% | -14% | -2% | 4 | 21 | 3 | -9% | 2 | u
N#Cc1c(-c2ccccc2)cc(-c2ccco2)c(C#N)c1N | -8% | u | x | -2% | -21 | x | x | 5% | 13 | 0%
COC(=O)c1c(-c2ccc(C)cc2)csc1NC(=S)NC(=O)c1cc(OC)cc(OC)c1 | 0% | 16% | 1%[46.1 µM] | 0% | 2 | -13 | 5 | 6% | 11 | u
COc1cc(OC)cc(OCC(O)Cn2ccnc2C)c1 (stereo not drawn) | 0% | 0% | x | 1% | 2 | 4 | 11 | -10% | -1 | -9%
O=C(NC1CCS(=O)(=O)C1)C1CCCCN1S(=O)(=O)c1ccc(Cl)cc1 (stereo not drawn) | 1% | 0% | -3% | 0% | 4 | -3 | 11 | 6% | 10 | 0%
Cc1cccc(C2CN(C)CCc3c2cc(O)c(O)c3Cl)c1 (stereo not drawn) | -21% | -2% | -9% | x | x | -18 | 4 | -2% | -21&-5 | -4%
CN(C(=O)CSc1nc(C2CC2)n(-c2ccccc2)n1)C1CCS(=O)(=O)C1 (stereo not drawn) | -6% | x | x | x | x | -11 | 4 | -8% | 4 | -3%
Cc1ccc(NC(=O)O/N=C2\CCCCC2c2ccc([N+](=O)[O-])cc2[N+](=O)[O-])cc1 (stereo not drawn) | -7% | 10% | -1% | 4% | -6 | 3 | 6 | 1% | 13 | 16%
Cc1ccccc1-n1cc(CNCc2c(C(=O)N(C)C)nc3ccc(Cl)cn23)cn1 | -5% | -5% | -3% | 14% | 2 | -8 | 6 | -4% | -3 | -4%
Cc1cc(Br)ccc1NC(=O)CN(C)C(=O)c1ccc2ccccc2n1 | -3% | x | -5% | x | x | 21 | 5 | -1% | 1 | -3%
